Sm TGR block = blocks Schistosoma mansoni thioredoxin glutathione reductase. Potency, µM (titrated, usually from 114 µM), for the others: top-dose activity change, negative = inhibition, hits mostly inhibitors. actives 3% (n = 360,000). purified TGR, DTNB reduction, TNB absorbance 405 nm. Q962Y6. AID 485364; also: potency is read from the fitted curve at half-maximal effect; nearly all actives have a fitted effect of over 60% in size
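TGR 20 nM + NADPH 100 uM (dispensed conc.), cpd preinc 15 min RT; start with NADPH (500 uM addition) then DTNB (15 mM addition). Kinetic TNB absorbance, 405 nm filter. Four-parameter Hill fit across titration.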
HCV inh = blocks hepatitis C virus; AID 651820; Potency, µM (series often up to 41.8 µM), without a hit: top-dose activity change, negative = inhibition, most hits filed as inhibitors; Huh7.5.1 HCVcc-Cre infection, luciferase reporter, 44 h; actives 3.4% (n = 340,000); also: potency is read from the fitted curve at half-maximal effect
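Cells (1,000/well) were plated 4 h before compound, then infected with HCVcc-Cre virus (~0.5 moi). After 44 h further culture, infection was read as luciferase luminescence following a 15 min substrate incubation at room temperature.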
HCMV inh = blocks human cytomegalovirus replication | actives 4.5% (n = 410,000) | activity change, negative = inhibition, % at 57.5 µM | HFF cells, HCMV-luciferase reporter, 72 h; hits give low values; in the data active = activity change below about -60%; inconclusive = no clear call, values can overlap the other calls; inactive = above about -39%
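Luciferase read-out from HCMV-luciferase-infected HFFs (MOI 1 PFU/cell) 72 h post infection at 37C; compounds added after 16 h cell attachment; activity normalized between buffer-only basal and Salinomycin (10uM) inhibitor controls.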
AmpC detergent = inhibitors of E. coli AmpC beta-lactamase with detergent | Potency, µM (top dose mostly 114 µM), for the others: at the highest dose activity change, negative = inhibition, usual class: inhibitors | AmpC hydrolysis of nitrocefin, absorbance 480 nm, 0.01% Triton | actives 0.041% (n = 370,000);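 also: potency is read from the fitted curve at half-maximal effect; 0% = no-compound wells and -100% = no-enzyme wells; nearly all actives have a fitted effect of over 25% in size; some results filed as inactive show a strong effect at the top dose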
Target sequence (P00811 whole entry, looked up): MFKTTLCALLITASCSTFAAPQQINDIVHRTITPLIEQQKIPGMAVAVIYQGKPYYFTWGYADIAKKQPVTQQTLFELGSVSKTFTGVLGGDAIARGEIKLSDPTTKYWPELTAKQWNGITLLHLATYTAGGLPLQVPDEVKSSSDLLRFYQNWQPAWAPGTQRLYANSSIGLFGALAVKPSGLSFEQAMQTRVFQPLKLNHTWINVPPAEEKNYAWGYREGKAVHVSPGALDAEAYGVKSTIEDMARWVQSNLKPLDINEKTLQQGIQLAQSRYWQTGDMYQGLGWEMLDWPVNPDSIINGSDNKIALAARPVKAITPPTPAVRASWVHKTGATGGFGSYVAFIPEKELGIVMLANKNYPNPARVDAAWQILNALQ
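20 mM phosphate pH 7.0 + 0.01% (detergent screen) or 0.0001% Triton X-100; 5.3 nM AmpC reagent; cpd preinc 15 min RT; nitrocefin (800 uM stock) to start; A480 q20 s × 4 min; Activity was normalised to no-enzyme and no-compound control wells.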
FBPA Giardia inh = Giardia lamblia aldolase inhibition. purified Giardia FBPA. Potency, µM (highest dose often 59.6 µM), for the others: at the highest dose activity, negative = inhibition, hits mostly inhibitors. actives 0.71% (n = 290,000); also: potency is read from the fitted curve at half-maximal effect; nearly all actives have a fitted effect of over 55% in size
Target sequence (A8B2U2 whole entry, looked up): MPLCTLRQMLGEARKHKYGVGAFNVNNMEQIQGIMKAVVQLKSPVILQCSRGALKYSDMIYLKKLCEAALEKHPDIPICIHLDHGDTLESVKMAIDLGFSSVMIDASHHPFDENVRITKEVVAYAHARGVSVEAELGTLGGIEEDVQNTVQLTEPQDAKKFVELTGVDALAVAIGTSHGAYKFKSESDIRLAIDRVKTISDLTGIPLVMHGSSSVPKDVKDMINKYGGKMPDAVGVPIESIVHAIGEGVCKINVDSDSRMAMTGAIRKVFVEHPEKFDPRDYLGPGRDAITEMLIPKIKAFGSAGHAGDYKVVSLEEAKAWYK
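Giardia FBPA (40 nM reagent) was preincubated 10 min at RT with compound (up to 57.5 uM final), then substrate plus GAPDH/TPI/NAD/arsenate coupling system with diaphorase/resazurin was added; resorufin fluorescence (525/598 nm) was read after 20 min.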
AmpC inh no detg = AmpC beta-lactamase inhibition without detergent; P00811; AmpC nitrocefin hydrolysis, absorbance 480 nm, 0.0001% Triton; Potency, µM (top dose mostly 57.1 µM), without a hit: at the highest dose activity change, negative = inhibition, usual class: inhibitors; actives 0.52% (n = 330,000); AID 485341;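 also: potency is read from the fitted curve at half-maximal effect; plate controls were no compound for no effect and no enzyme for full effect; nearly all actives have a fitted effect of over 20% in size; some results filed as inactive show a strong effect at the top dose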
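AmpC (5.3 nM in the dispensed reagent) in 20 mM phosphate pH 7.0 with 0.01% (detergent screen) or 0.0001% Triton X-100 was preincubated with compounds for 15 min at room temperature. Nitrocefin was then added from an 800 uM solution, and hydrolysis was followed at 480 nm.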
* marks the source's active call; other numbers are inactive results; ? = inconclusive; . = no result given; & = joins results of further samples; [ ] = dose if it differs, or a comment. Unless noted, calls follow the shape of the dose curve; as a rule, active = well fitted curve in the direction sought with a large enough effect; inconclusive = small, poorly fitted or top-dose-only effect, or another doubt; inactive = no such curve, though single readings can be large; an effect the other way counts as inactive or inconclusive. Unless noted, % is scaled to controls: 0 for no effect and ±100 for the full control effect.

SMILES	Sm TGR block	HCV inh	HCMV inh	AmpC detergent	FBPA Giardia inh	AmpC inh no detg
CC1=C(C(=O)Nc2ccccc2)C(c2ccc(Cl)cc2)n2c(s/c(=C/c3cccc(OCC(=O)O)c3)c2=O)=N1 (centres undefined)	.	2%	-68*	0%	1%	204%[activator]
CCOCCCNC(=O)NC(CCC(C)C)c1c(-n2cccc2)sc2c1CCN(C)C2 (centres undefined)	-31%	.	81	-5%	.	.
Cc1cc(Nc2cccc(Cl)c2)nc2ccc(NC(=O)c3cccc(N(C)C)c3)cc12	21%	.	-35	8%	.	.
COc1ccc(OC)c(C(=O)COC(=O)c2ccc([N+](=O)[O-])o2)c1	.	9%	-13	.	.	-33%
CCc1sc(-c2c(C#N)c(N)nc3c2CCCCCC3)cc1[N+](=O)[O-]	-28%	-26%	-33	?	1%	-45%
COc1ccc(/C=C/c2nc(C#N)c(NC3CCCCC3)o2)cc1OC	-22%	.	-2	14%	.	.
O=C(O)/C=C\C(=O)Nc1ccc(OC(F)F)cc1	.	15%	-9	-5%	5%	-3%
Nc1c(Br)cc2oc(-c3ccccc3)nc2c1Br	-3%	27%	104	1%	2%	-30%
COCCN(CCOC)S(=O)(=O)c1ccc(Cl)nc1	-1%	17%	0	-3%	9%	1%
N#Cc1cnn2c(C(F)(F)F)c3c(nc12)CCCC3	12%	-10%	-13	3%	2%	-4%
CN(Cc1ccccc1)S(=O)(=O)c1ccc(Cl)c(C(=O)OCC(=O)NC2CCS(=O)(=O)C2)c1 (centres undefined)	.	16%	32	.	.	110%[activator]
CC(C)COc1ccc(C(=O)Nc2scc(-c3ccc(Br)cc3)c2C(=O)OC(C)C)cc1	7%	.	27	13%	.	.
CCOC(=O)c1cc(-c2ccco2)nn1-c1ccc(C)cc1	14µM*	-20%	-40	6%	-2%	-11%
O=C(O)CC(NS(=O)(=O)c1ccc(Br)cc1)c1ccco1 (centres undefined)	-10%	10%	35	-17%	15%	-25%
COCCn1cnnc1SCC(=O)Nc1ccc(Br)cc1F	-1%	-4%	-22	8%	-2%	-2%
Cc1ccc(C2CC(=O)N(Cc3ccccc3)c3c2c(C)nn3-c2nc(C)cc(C)n2)cc1 (centres undefined)	-3%	.	-36	13%	.	.
Cc1ccc(C(=O)CCC(=O)OCc2nnc(-c3ccccc3)o2)cc1	-11%	1%	-3	0%	.	0%
Cc1ccc(Cn2ccc(NC(=O)c3cc(-c4ccco4)on3)n2)cc1	0%	.	-33	?	13%	-39%
O=C(NCCN1C(=O)S/C(=C\c2ccc(Cl)c([N+](=O)[O-])c2)C1=O)C1=COCCO1	-7%	11µM*	2	?	.	-36%
COc1cc(/C=N/NC(=O)C2COc3ccccc3O2)ccc1O (centres undefined)	-2%	6%	-32	7%	0%	-31%
N#CCCN(C(=O)COC(=O)CCN=C1NS(=O)(=O)c2ccccc21)c1ccc(F)cc1	3%	-23%	-9	-4%	.	-2%
Cc1ccc(C2(O)CC(C)N(C)CC2C)cc1 (centres undefined)	-26%	-11%	-7	-8%	7%	-18%
COc1cc(CNCCO)cc(Br)c1OCc1cccs1	0%	-10%	?	?	-7%	17%
CC1CCCCN1CCCNC(=O)c1[nH]c2ccccc2c1Sc1ccc(Cl)cc1 (centres undefined)	-6%	.	-27	10%	.	.
COc1ccc(/C=C2\CCOC2=O)cc1	-9%&-11%	14%	123	2%&-6%	3%&5%	-22%&-8%
COc1cc(N2C(=O)CSC2=S)cc(OC)c1OC	12%	-8%	3	4%	1%	-21%
CN(CCO)C(=O)CCC(=O)Nc1ccc(S(N)(=O)=O)cc1	-1%	10%	46	-8%	3%	-19%
CC1(C)CC(=O)N(CC(=O)O)c2ccccc2S1	5%	5%	24	-14%	19%	-15%
CN1CCc2c(sc3c2C(=O)NC(c2ccccc2)N3)C1 (centres undefined)	-19%	16%	-17	-7%	?	-10%
COc1ccc(-c2cn3nc(N4CCCC(C(=O)Nc5ccccc5F)C4)sc3n2)cc1 (centres undefined)	0%	.	?	9%	.	.
O=C(Nc1ccc(N2CCCCCC2)cc1)c1cccc(S(=O)(=O)N2CCOCC2)c1	-33%	2.5µM*	-74*	-19%	.	45%
CCC(=NCCc1ccc(OC)c(OC)c1)c1ccccc1O	-18%	-3%	-23	0%	-13%	37%
CCOC(=O)Oc1ccc2c(=O)c(Oc3cc(C)cc(C)c3)coc2c1	13%	17%	24	-1%	8%	-15%
OCCC1CN(Cc2cccc3c2OCO3)CCN1C1CCCCC1 (centres undefined)	7%	10%	0	3%	0%	-25%
COc1ccc(-c2csc3ncnc(Nc4cccc(F)c4)c23)cc1	3%	.	-16	-7%	.	.
CCN(CC)CCCNc1nc2cc(OC)c(OC)cc2c2nc(-c3ccccc3)nn12	3%	?	.	1%	3%	-7%
NC(=O)C1(N2CCCCC2)CCN(C(=O)c2ccc(C#CC3(O)CCCCC3)cc2)CC1	-4%	6%	-4	-1%	4%	103%[activator]
COc1ccc(COc2ccc(S(=O)(=O)N3CCCC3)cc2C(N)=O)cc1F	-4%	?	38	-4%	-2%	-8%
CC(C)(C)NC(=O)NC(=O)COC(=O)COc1ccc2c(c1)CCC2	0%	14%	58	-12%	-3%	1%
O=C(CCc1[nH]c2ccccc2c1Sc1ccccc1)NCCO	-9%	6%	-36	-3%	19%	108%[activator]
Cc1c(Cl)ccc2c(C(=O)NC(C)c3ccncc3)cc(-c3ccncc3)nc12 (centres undefined)	6%	.	.	3%	11%	196%[activator]
CCCCN(CC)CCCNC(=O)C1CCCN(c2ncnc3c2nc2n3CCCCC2)C1 (centres undefined)	3%	.	-6	1%	.	.
CCC(Nc1ccc(-c2nc(-c3cccnc3)no2)cc1[N+](=O)[O-])c1ccccc1 (centres undefined)	-5%	.	-21	28%	.	.
CN(CC(=O)Nc1ccccc1C(F)(F)F)C(=O)c1cccc(-n2cccc2)c1	3%	6%	0	-14%	.	-1%
O=C(NCc1ccc(F)cc1)C1CCN(S(=O)(=O)c2cccc3nonc23)CC1	-1%	-18%	-4	-7%	-8%	-25%
COC(=O)c1cnc2c(C(F)(F)F)cccc2c1OC	4%	?	-32	6%	1%	-10%
O=C(COc1cccnc1[N+](=O)[O-])Nc1ncc(Cl)cc1Cl	?	?	0	-2%	.	-35%
COc1ccc(-c2nnc(SCC(=O)Nc3ccccc3OC)o2)cc1	-4%	6%	180	0%	4%	-1%
CC1CC(=O)N(CC(=O)Nc2cccc(F)c2)c2ccccc2S1(=O)=O (centres undefined)	-18%	22%	-9	-12%	-7%	8%
O=[N+]([O-])c1cc(S(=O)(=O)N2CCCC2)ccc1O	3%	13%	16	-5%	15%	-7%
Cn1cc(/C=C(\NC(=O)c2ccccc2)C(=O)N2CCOCC2)c2ccccc21	-2%	11%	-4	-5%	3%	7%
Cc1ccccc1OCCn1c(=S)[nH]c2c(N)ncnc21	0%	18%	-80*	?	?	-37%
CCCOc1ccc(C(=O)Nc2ccc(NC(=O)c3cccs3)cc2)cc1	2%	12%	-6	?	5%	-12%
CCc1noc(C)c1C(=O)N1CCN(S(=O)(=O)c2ccc(Cl)s2)CC1	-6%	26%	-29	-12%	.	0%
Cc1c(-c2nnc(SCC(=O)Nc3ccccc3F)o2)nnn1-c1ccc(F)cc1	-22%	.	58	6%	.	.
O=C(COc1ccc2oc(-c3ccccc3)cc(=O)c2c1)Nc1ccccc1	-4%	-14%	8	?	1%	-22%
Cc1nn(Cc2ccc(F)cc2)c(C)c1NC(=O)c1cccnc1Cl	-7%	10%	5	2%	3%	-8%
CS(=O)(=O)c1ccc(Cl)c(NC(=O)COC(=O)C23CC4CC(CC(C4)C2)C3)c1	1%	-5%	-14	-10%	.	23%
N#CC1(P(=O)(c2ccccc2)c2ccccc2)CCCC1	-7%	27%	-9	-6%	5%	7%
Cc1cccc(C(=O)OCC(=O)NC(C)CCc2ccccc2)c1 (centres undefined)	12%	-30%	-34	5%	3%	12%

More entries follow:
SMILES	Sm TGR block	HCV inh	HCMV inh	AmpC detergent	FBPA Giardia inh	AmpC inh no detg
O=C(NCC(c1ccc(Cl)cc1)N1CCOCC1)c1ccccc1F (centres undefined)	-2%	.	1	16%	.	.
Cc1cccc(C(=O)Nc2cccnc2Cl)c1	2%	2%	-17	-17%	-6%	-27%
S=C(NCc1ccc(Cl)cc1)Nc1ccc(Cl)cc1Cl	-16%	1%	-28	0%	-6%	-34%
FC(F)(F)c1ccc(/C=N/n2c(COc3ccccc3)n[nH]c2=S)cc1	-15%	1%	-66*	-4%	26%	-36%
Cc1c(-c2ccccc2)sc(N)c1C(=O)N1CCOCC1	-21%	4%	-14	-6%	?	-1%
COc1ccc(N2C(=O)CSC2c2cccc(F)c2)c(OC)c1 (centres undefined)	-2%	18%	70	2%	-4%	26%
Cc1cccc(C)c1NC(=O)C(C)N1CCCC1 (centres undefined)	10%	2%	18	0%	15%	1%
O=C(Cn1ccnc1[N+](=O)[O-])NCc1ccccc1	-14%	-1%	52	?	.	-11%

Filtered by structure: the compounds so far containing a thiophene ring, fused or not.
SMILES	Sm TGR block	HCV inh	HCMV inh	AmpC detergent	FBPA Giardia inh	AmpC inh no detg
CCOCCCNC(=O)NC(CCC(C)C)c1c(-n2cccc2)sc2c1CCN(C)C2 (centres undefined)	-31%	.	81	-5%	.	.
CCc1sc(-c2c(C#N)c(N)nc3c2CCCCCC3)cc1[N+](=O)[O-]	-28%	-26%	-33	?	1%	-45%
CC(C)COc1ccc(C(=O)Nc2scc(-c3ccc(Br)cc3)c2C(=O)OC(C)C)cc1	7%	.	27	13%	.	.
COc1cc(CNCCO)cc(Br)c1OCc1cccs1	0%	-10%	?	?	-7%	17%
CN1CCc2c(sc3c2C(=O)NC(c2ccccc2)N3)C1 (centres undefined)	-19%	16%	-17	-7%	?	-10%
COc1ccc(-c2csc3ncnc(Nc4cccc(F)c4)c23)cc1	3%	.	-16	-7%	.	.
CCCOc1ccc(C(=O)Nc2ccc(NC(=O)c3cccs3)cc2)cc1	2%	12%	-6	?	5%	-12%
CCc1noc(C)c1C(=O)N1CCN(S(=O)(=O)c2ccc(Cl)s2)CC1	-6%	26%	-29	-12%	.	0%
Cc1c(-c2ccccc2)sc(N)c1C(=O)N1CCOCC1	-21%	4%	-14	-6%	?	-1%

A portion of the results above:
SMILES	Sm TGR block	HCV inh	HCMV inh	AmpC detergent	FBPA Giardia inh	AmpC inh no detg
O=C(NCC(c1ccc(Cl)cc1)N1CCOCC1)c1ccccc1F (centres undefined)	-2%	.	1	16%	.	.
Cc1cccc(C(=O)Nc2cccnc2Cl)c1	2%	2%	-17	-17%	-6%	-27%

Screens from PubChem BioAssay.

The order is random; 9.9% or so of the library scored in one or more.
